Screens as filed in PubChem.
NFkB transloc inh: blocks IL-1B driven NFkB nuclear translocation in HUVEC cells; 0.43% of 94,000 active; HUVEC IL-1B NFkB p65 nuclear translocation imaging; inhibition, % at 2 µM; AID 796;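 active = inhibition above about 30% together with a positive call from visual inspection of the well image, limit read from the data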;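 also: nuclear over cytoplasmic p65 intensity ratio measured by imaging; 0% = IL-1B stimulated DMSO wells and 100% = unstimulated DMSO wells; values of inactives mirror those of a sister screen read the other way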
Bcl-B displacement: displacers of TR3 peptide from Bcl-B, primary screen, selectivity assay for Bfl-1 inhibitor project, biochemical, fluorescence polarization; FP displacement of FITC-TR3 peptide from Bcl-B; higher % means a stronger effect; one-dose displacement, % at 20 µM; IC50 in µM for titrated hits; 0.11% of 96,000 active; AID 748;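 active = displacement above 50% at 20 µM plus a fluorescence interference ratio under 1.5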;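 also: plate controls were wells without compound for no effect and wells lacking Bcl-B protein for full effect; a part of the inactive calls stands beside numbers as strong as those of hits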
PLAP inhibition: inhibition of human placental alkaline phosphatase – biochemical, luminescence, HTS (AID 690); purified PLAP, luminescent substrate; higher % means a stronger effect; inhibition, % at 20 µM, or IC50 in µM where a hit was titrated; 0.08% of 96,000 active; in the data active = a potency from the dose series; inactive = the rest, 99 in 100 with inhibition below about 30%; also: strong numbers were not always called active
MRP reversal: compounds reversing MRP-mediated drug resistance | 0.04% of 85,000 active | differential viability (reversal), % at 10 µM | H69AR cells + 2 uM doxorubicin, CellTiter-Glo, 72 h | AID 602;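 active = viability drop by adding the cancer drug above about 55%, with treated viability meeting a 40% cutoff, limit read from the data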;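 also: viability without doxorubicin minus viability with 2 µM doxorubicin for each compound; larger differential means the compound sensitizes cells more to doxorubicin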
NFkB transloc pot: enhances IL-1B driven NFkB nuclear translocation; 0.3% of 94,000 active; activation, % at 2 µM; HUVEC IL-1B NFkB p65 nuclear translocation imaging;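 active = activation above 40%, about the mean plus 3 SD, also judged a hit on visual image review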;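 also: percent activation is computed from the nuclear over cytoplasmic p65 intensity ratio; values of inactives mirror those of a sister screen read the other way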
MRP reversal cytotoxicity: further read-out of MRP reversal, marked with its call; viability, %; H69AR cells, CellTiter-Glo, 72 h; measured here: cytotoxicity without doxorubicin
MRP reversal with doxorubicin: further read-out of MRP reversal, marked with its call; viability, %; measured here: viability with 2 uM doxorubicin; stronger effect = lower value
NFkB transloc inh cell count 2 µM: further read-out of NFkB transloc inh, marked with its call; cell count; measured here: cells passing quality filter;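 raw number of nuclei counted in each imaged well without normalization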
NFkB transloc pot cell count 2 µM: also measured in NFkB transloc pot; calls as there; cell count; measured here: cells passing quality filter
* hit, by the source's call; . = no result given.

1. O=C(Cn1nc(-c2ccccc2)ccc1=O)NCC1COCCO1 (stereo not drawn)
2. O=S(=O)(c1ccc(N2CCCC2)cc1)C(F)(F)F
3. COCCCNC(NC(=O)c1ccc(Cl)cc1)C(Cl)(Cl)Cl (stereo not drawn)
4. O=C(CN1CCC(n2nnc3cc(C(F)(F)F)ccc32)CC1)N1CCc2ccccc21
5. COc1cc(-c2nc3cnccn3c2Nc2ccc(C(C)C)cc2)ccc1O
6. COC(=O)C1=C(C(=O)c2ccc(C)cc2)C(c2ccc(OC)c(OC)c2)n2nnnc2N1 (stereo not drawn)
screen / no.	1	2	3	4	5	6
NFkB transloc inh	98*	-26	-2	.	-25	17
NFkB transloc inh cell count 2 µM	15*	133	121	.	74	133
Bcl-B displacement	.	-5%	-5%	-8%	-10%	0%
PLAP inhibition	.	16%	-1%	-5%	17%	-8%
MRP reversal	19	1	.	7	0	19
MRP reversal cytotoxicity	103	84	.	76	1	98
MRP reversal with doxorubicin	84	83	.	69	0	79
NFkB transloc pot	-98	26	2	.	25	-17
NFkB transloc pot cell count 2 µM	15	133	121	.	74	133

7. Cn1c(CN2CCOCC2)nnc1SCC(=O)Nc1ccc2c(c1)OCCO2
8. CCc1nn(CC(=O)NCCN2CCN(C)CC2)c(=O)c2cc3occc3n12
9. COC(=O)c1ccc(NC(=O)CN2C(=O)CNC2=O)cc1
10. O=C(Nc1ccc(F)cc1)c1sc2cc(C(F)(F)F)cnc2c1-c1cccs1
11. CC(C)[C@H](NC(=O)Nc1cccc(C(F)(F)F)c1)C(=O)O
12. CCC(C)NS(=O)(=O)c1ccc(OCC(=O)N2CCCC2)cc1 (stereo not drawn)
screen / no.	7	8	9	10	11	12
NFkB transloc inh	2	.	5	.	-8	-8
NFkB transloc inh cell count 2 µM	192	.	161	.	114	130
Bcl-B displacement	-4%	-7%	10%	5%	-3%	.
PLAP inhibition	30%	-23%	10%	11%	12%	.
MRP reversal	-4	-5	.	12	-7	10
MRP reversal cytotoxicity	110	105	.	100	95	98
MRP reversal with doxorubicin	115	110	.	88	102	89
NFkB transloc pot	-2	.	-5	.	8	8
NFkB transloc pot cell count 2 µM	192	.	161	.	114	130

Quoted from the listing:
CC(C)[C@H](NC(=O)Nc1cccc(C(F)(F)F)c1)C(=O)O in Bcl-B displacement is listed with -3%
COC(=O)c1ccc(NC(=O)CN2C(=O)CNC2=O)cc1 in Bcl-B displacement is listed with 10%
Cn1c(CN2CCOCC2)nnc1SCC(=O)Nc1ccc2c(c1)OCCO2 in MRP reversal with doxorubicin is listed with 115

Following part.
13. COc1ccc(OC)c(N2C(=O)CC(Cc3cc(C)cc(C)c3)C2=O)c1 (stereo not drawn)
14. CC1(C2CC2)NC(=O)NC1=O (stereo not drawn)
15. CCCCCC(=O)NC(NC(=S)NC1CCS(=O)(=O)C1)C(Cl)(Cl)Cl (stereo not drawn)
16. Fc1ccc(-c2ccnc3nc(N4CCN(c5ccccc5)CC4)nn23)cc1
17. O=[n+]1c2c(n([O-])c3ccccc31)CCCC2
18. CCCNC(=O)NC(=O)CSc1ccc2c(c1)OCCO2
screen / no.	13	14	15	16	17	18
NFkB transloc inh	-16	-12	-10	-16	-4	-5
NFkB transloc inh cell count 2 µM	121	211	140	178	88	175
Bcl-B displacement	.	-6%	.	-5%	0%	4%
PLAP inhibition	.	2%	.	0%	-6%	-5%
MRP reversal	15	-13	-1	.	-2	-3
MRP reversal cytotoxicity	84	89	104	.	82	78
MRP reversal with doxorubicin	70	102	105	.	84	81
NFkB transloc pot	16	12	10	16	4	5
NFkB transloc pot cell count 2 µM	121	211	140	178	88	175

19. CCc1cc2c(cc3c(=O)n(CC(=O)NCCCN4CC(C)CC(C)C4)ncn32)s1 (stereo not drawn)
20. O=C(O)c1ccc2c(c1)OCCO2
21. Cc1c(NC(=O)C(C)Sc2nc3ccccc3c(=O)n2CCO)c(=O)n(-c2ccccc2)n1C (stereo not drawn)
22. C=CCN(C(=O)Nc1ccc(F)cc1)C1CC(=O)N(c2ccc(OC)cc2)C1=O (stereo not drawn)
23. COc1ccc(C(=O)OCCN2C(=O)c3ccccc3C2=O)cc1
24. Cc1ccc(OCC(=O)NNC(=O)C2CCN(c3nc(C)cc(C)n3)CC2)cc1
screen / no.	19	20	21	22	23	24
NFkB transloc inh	4	-8	-8	8	3	7
NFkB transloc inh cell count 2 µM	170	189	187	89	93	131
Bcl-B displacement	1%	-7%	17%	-5%	-2%	1%
PLAP inhibition	-63%	25%	-88%	-7%	13%	-26%
MRP reversal	.	10	12	-11	.	.
MRP reversal cytotoxicity	.	93	92	92	.	.
MRP reversal with doxorubicin	.	83	80	103	.	.
NFkB transloc pot	-4	8	8	-8	-3	-7
NFkB transloc pot cell count 2 µM	170	189	187	89	93	131

25. COc1ccc(OC)c(/C=N/c2oc(-c3ccco3)c(-c3ccco3)c2C#N)c1
26. CC/C(C)=C1\SC(N2CCN(c3cccc(C(F)(F)F)c3)CC2)=NC1=O
27. CN(Cc1ccccc1)Cc1c[nH]c2ccccc12
28. O=C(CCc1ccccc1)Nc1ccccc1F
29. Cc1cc(C)c(C)c(S(=O)(=O)Nc2ccccc2C(=O)NCCCn2ccnc2)c1C
30. COC(=O)c1ccc(NC(=O)c2sc3nc(-c4ccccc4)cn3c2C)cc1
screen / no.	25	26	27	28	29	30
NFkB transloc inh	-7	-22	0	3	.	8
NFkB transloc inh cell count 2 µM	94	75	195	157	.	195
Bcl-B displacement	-4%	7%	-8%	1%	-11%	-38%
PLAP inhibition	-6%	6%	-25%	-3%	-38%	3%
MRP reversal	-13	-5	-19	6	.	-19
MRP reversal cytotoxicity	43	83	66	95	.	37
MRP reversal with doxorubicin	56	88	85	88	.	56
NFkB transloc pot	7	22	0	-3	.	-7
NFkB transloc pot cell count 2 µM	94	75	195	157	.	195

31. Cc1nn(Cc2ccc(F)cc2)c(C)c1NC(=O)c1noc2c1CCCCC2
32. CC(=O)NC1=NC(=O)/C(=C/N2CCCCC2)S1
33. CC1CCCN(C(=O)Cn2c(-c3nonc3N)nc3ccccc32)C1 (stereo not drawn)
34. CS(=O)(=O)NCCSCc1c(Cl)cccc1Cl
35. CCCCSc1c(C)c2cc3c(cc2[nH]c1=O)OCO3
36. c1ccc2cc(Sc3ncnc4c3oc3ccccc34)ccc2c1
screen / no.	31	32	33	34	35	36
NFkB transloc inh	.	18	2	6	1	-16
NFkB transloc inh cell count 2 µM	.	121	98	154	164	183
Bcl-B displacement	3%	2%	4%	-6%	4%	0%
PLAP inhibition	-12%	-7%	-15%	28%	8%	6%
MRP reversal	19	7	-5	16	5	-8
MRP reversal cytotoxicity	97	92	77	100	92	51
MRP reversal with doxorubicin	77	86	82	84	88	60
NFkB transloc pot	.	-18	-2	-6	-1	16
NFkB transloc pot cell count 2 µM	.	121	98	154	164	183

37. Cc1nc2ccccc2c(=O)n1NC(=O)c1ccc(F)cc1Cl
38. O=C(/C=C/c1ccc2c(c1)OCO2)NCCSCc1ccc(Cl)cc1
39. CCOc1ccc2nc(NC(=S)N(C)C)sc2c1
40. COc1ccc(/C(N)=N/OC(=O)CSc2ccc(C)cc2)cc1OC
41. COc1ccc(C2C(C(=O)Nc3ccc(F)cc3)=C(C)Nc3nc(CCCO)nn32)cc1 (stereo not drawn)
42. CCOC(=O)C(NCc1ccc2c(c1)OCO2)(NC(=O)CC)C(F)(F)F (stereo not drawn)
screen / no.	37	38	39	40	41	42
NFkB transloc inh	0	0	-12	0	-3	1
NFkB transloc inh cell count 2 µM	100	155	88	95	209	78
Bcl-B displacement	-7%	-1%	-8%	0%	-4%	2%
PLAP inhibition	17%	30%	-28%	-20%	-17%	-6%
MRP reversal	-4	.	-2	0	-1	-3
MRP reversal cytotoxicity	102	.	67	92	90	76
MRP reversal with doxorubicin	107	.	69	92	91	79
NFkB transloc pot	0	0	12	0	3	-1
NFkB transloc pot cell count 2 µM	100	155	88	95	209	78

Complete entries from above:
`CCOc1ccc2nc(NC(=S)N(C)C)sc2c1` is entered as NFkB transloc inh = -12; NFkB transloc inh cell count 2 µM = 88; Bcl-B displacement = -8%; PLAP inhibition = -28%; MRP reversal = -2; MRP reversal cytotoxicity = 67; MRP reversal with doxorubicin = 69; NFkB transloc pot = 12; NFkB transloc pot cell count 2 µM = 88
`CCOC(=O)C(NCc1ccc2c(c1)OCO2)(NC(=O)CC)C(F)(F)F` (stereo not drawn) is entered as NFkB transloc inh = 1; NFkB transloc inh cell count 2 µM = 78; Bcl-B displacement = 2%; PLAP inhibition = -6%; MRP reversal = -3; MRP reversal cytotoxicity = 76; MRP reversal with doxorubicin = 79; NFkB transloc pot = -1; NFkB transloc pot cell count 2 µM = 78

Additional entries follow:
43. CC(O)CCc1nc2ccc(C(=O)O)cc2[nH]1 (stereo not drawn)
44. Cc1nnc(-c2cccc(Br)c2)c2cn(-c3ccccc3Cl)nc12
45. Cc1ccc(S(=O)(=O)N2CCCC(C(=O)O)C2)s1 (stereo not drawn)
46. O=C(CSc1nnc(CN2CCOCC2)n1-c1ccccc1)Nc1ccc(Cl)cc1
47. CCOC(=O)CSc1ncc(OC)c(Sc2ccc(Cl)cc2)n1
48. Cc1ccccc1OCC(=O)N1N=C(C(F)(F)F)CC1(O)C(C)(C)C (stereo not drawn)
screen / no.	43	44	45	46	47	48
NFkB transloc inh	-21	0	-17	-12	.	10
NFkB transloc inh cell count 2 µM	121	88	57	102	.	161
Bcl-B displacement	0%	7%	11%	.	0%	.
PLAP inhibition	4%	-14%	-13%	.	-9%	.
MRP reversal	-12	.	5	7	.	-15
MRP reversal cytotoxicity	90	.	101	95	.	48
MRP reversal with doxorubicin	102	.	95	88	.	63
NFkB transloc pot	21	0	17	11	.	-10
NFkB transloc pot cell count 2 µM	121	88	57	102	.	161

49. COc1cc(C2C3C(=O)N(Cc4ccccc4)C(=O)C3ON2c2ccccc2)cc(OC)c1OC (stereo not drawn)
50. Cc1cc(C)n(C2CCCCC2OC(=O)c2ccccc2F)n1 (stereo not drawn)
51. Cc1cc(C)c(NC(=O)C(C)c2cccc(C(=O)c3ccccc3)c2)c(C)c1 (stereo not drawn)
52. COc1ccccc1N1CCN(C(c2ccc(Cl)cc2)c2nnnn2C(C)(C)C)CC1 (stereo not drawn)
53. O=C(CCCN1C(=O)c2ccccc2C1=O)NCc1cccnc1
54. COc1cccc(/C=N/Nc2snc(SC)c2C#N)c1
screen / no.	49	50	51	52	53	54
NFkB transloc inh	19	10	.	-12	-4	-16
NFkB transloc inh cell count 2 µM	124	152	.	179	94	79
Bcl-B displacement	3%	-2%	-2%	-8%	-2%	-6%
PLAP inhibition	-59%	-4%	10%	-34%	8%	9%
MRP reversal	32	12	.	14	-7	-9
MRP reversal cytotoxicity	86	113	.	99	97	48
MRP reversal with doxorubicin	55	101	.	85	104	57
NFkB transloc pot	-19	-10	.	12	4	16
NFkB transloc pot cell count 2 µM	124	152	.	179	94	79

Structures from the list above that have a thiophene ring, fused or not, in the order listed:
10. O=C(Nc1ccc(F)cc1)c1sc2cc(C(F)(F)F)cnc2c1-c1cccs1
19. CCc1cc2c(cc3c(=O)n(CC(=O)NCCCN4CC(C)CC(C)C4)ncn32)s1 (stereo not drawn)
45. Cc1ccc(S(=O)(=O)N2CCCC(C(=O)O)C2)s1 (stereo not drawn)
screen / no.	10	19	45
NFkB transloc inh	.	4	-17
NFkB transloc inh cell count 2 µM	.	170	57
Bcl-B displacement	5%	1%	11%
PLAP inhibition	11%	-63%	-13%
MRP reversal	12	.	5
MRP reversal cytotoxicity	100	.	101
MRP reversal with doxorubicin	88	.	95
NFkB transloc pot	.	-4	17
NFkB transloc pot cell count 2 µM	.	170	57

(next part)
55. FC(F)(F)c1cc(-c2ccco2)nc(NCc2ccccc2)n1
56. Cc1ccc(C2=Nc3ccccc3N=C(c3ccco3)C2)c(O)c1
57. Cc1ccc2sc(NC(=O)CSc3nc(C)cc(C)c3C#N)nc2c1
58. O=C(Nc1cccc(NC(=O)c2cccs2)c1)c1ccco1
59. COC(=O)c1sccc1NC(=O)C12CC3CC(CC(C3)C1)C2
screen / no.	55	56	57	58	59
NFkB transloc inh	-9	-4	3	8	0
NFkB transloc inh cell count 2 µM	134	108	75	85	110
Bcl-B displacement	22%	-22%	4%	-3%	.
PLAP inhibition	-17%	-37%	-2%	-12%	.
MRP reversal	-6	.	.	-10	-14
MRP reversal cytotoxicity	98	.	.	76	63
MRP reversal with doxorubicin	104	.	.	86	78
NFkB transloc pot	9	4	-3	-8	0
NFkB transloc pot cell count 2 µM	134	108	75	85	110

This is a subset; rates above refer to the full screens.
